UDG counterscr – counter-screen for AID inhibitors: uracil-DNA glycosylase inhibition. FRET deamination/UDG coupled assay, UDG read, 4 h. Potency, µM (top dose mostly 115 µM), for inactives: top-dose activity change, negative = inhibition, actives largely listed as inhibitors. 91,000 tested, 0.14% active. AID 1347430; also: nearly all actives have a fitted effect of over 65% in size
AID inhibitor – activation induced cytidine deaminase inhibition; AID deamination FRET fluorescence, UDG-coupled, 4 h; 91,000 tested, 0.32% active; AID 1347428; Q9GZX7; Potency, µM (titrated, usually from 115 µM), without a hit: at the top dose activity change, negative = inhibition, most hits filed as inhibitors; also: nearly all actives have a fitted effect of over 25% in size
Target sequence (Q9GZX7 whole entry, looked up): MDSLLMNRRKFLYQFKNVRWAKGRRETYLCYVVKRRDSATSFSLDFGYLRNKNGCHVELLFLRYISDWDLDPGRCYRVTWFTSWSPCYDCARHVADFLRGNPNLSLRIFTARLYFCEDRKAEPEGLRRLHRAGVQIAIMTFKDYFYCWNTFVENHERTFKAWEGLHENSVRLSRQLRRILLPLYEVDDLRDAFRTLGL
* marks the source's active call; other numbers are inactive results; [ ] = remark or other dose. Calls follow the shape of the dose curve; as a rule, active = well fitted curve in the direction sought with a large enough effect; inconclusive = small, poorly fitted or top-dose-only effect, or another doubt; inactive = no such curve, though single readings can be large; an effect the other way counts as inactive or inconclusive. % is scaled to controls: 0 for no effect and ±100 for the full control effect; potency is read from the fitted curve at half-maximal effect.

The first four compounds (preview)
SMILES | UDG counterscr | AID inhibitor
OCCCc1nc2ccccc2s1 | 0.6% | 0.6%
O=C(/C=C/c1cc2ccccc2nc1N1CCOCC1)c1cccc(O)c1 | 4.1% | 0.9%
CC(C)OCCCn1c(SCc2ccccc2C#N)nc2c(sc3ccccc32)c1=O | -3.5% | 18.9%
Cc1cc(C(=O)Nc2ccc(I)cc2)c(C)o1 | -1.3% | -4.9%

This part in full (from the top)
SMILES | UDG counterscr | AID inhibitor
OCCCc1nc2ccccc2s1 | 0.6% | 0.6%
O=C(/C=C/c1cc2ccccc2nc1N1CCOCC1)c1cccc(O)c1 | 4.1% | 0.9%
CC(C)OCCCn1c(SCc2ccccc2C#N)nc2c(sc3ccccc32)c1=O | -3.5% | 18.9%
Cc1cc(C(=O)Nc2ccc(I)cc2)c(C)o1 | -1.3% | -4.9%
CC(=O)c1ccc(NC(=O)C2CCCN(S(=O)(=O)c3cn(C)cn3)C2)cc1 (configuration not stated) | 0.5% | 3.6%
NC(=O)c1ccc(CN(CC2CCOC2)C2CC2)cc1 (configuration not stated) | -2.5% | 0.9%
CN(C)c1ccc(C2C=C(c3ccccc3)Nc3nnnn32)cc1 (configuration not stated) | -0.6% | -11.2%
CCn1cc(Br)c(C(=O)Nn2c(C)nc3sc4c(c3c2=O)CCC(C)C4)n1 (configuration not stated) | 6.6% | 6.8%
COc1cc(OC)c(NC(=O)N2CCCn3nc(C)cc32)cc1Cl | 0.4% | 22.0%
O=C(/C=C/c1ccncc1)NCCc1ccc(F)cc1 | 3.5% | -1.0%
O=C1CCCN1CC(=O)N1CCCC(c2nc3ccccc3o2)C1 (configuration not stated) | 3.3% | -9.0%
CSc1cccc(N/C=C/C(=O)c2ccc(C)c(C)c2)c1 | -9.5% | -12.8%
CCN1CCCC1CNC(=O)CCc1nc2ccccc2[nH]1 (configuration not stated) | 4.3% | 0.6%
CN(CC(=O)N(C)C1CCCc2ccccc21)c1ncnc2nc[nH]c12 (configuration not stated) | -2.2% | -2.2%
O=C(CCCn1c(=O)c2sccc2n(Cc2cccc(Cl)c2)c1=O)NCc1ccc2c(c1)OCO2 | 1.0% | 1.4%
CC(=O)N(CCC1(c2ccc(C)cc2)CCOC(C(C)C)C1)Cc1ccccc1 (configuration not stated) | -10.8% | -23.0%
CN1CCN(C(C(=O)O)c2cn(C)c3cc(C(=O)O)ccc23)CC1 (configuration not stated) | 3.1% | 6.9%
COc1cc2c(C(=O)N(C)c3cccc(C(F)(F)F)c3)cn(CC(C)C)c(=O)c2cc1OC | -2.5% | -10.7%
COc1ccc(-c2nn3c(=O)cc(CN4CCN(C(=O)c5ccc(OC)c(OC)c5)CC4)nc3s2)cc1 | -7.6% | 188.9%[activator]
CC(=O)c1ccc(NC(=O)Cn2ncc3c(C)n(Cc4ccc(F)cc4)c(C)c3c2=O)cc1 | 5.8% | -23.9%
CCOC(=O)c1cc(NCc2cccc(Cl)c2Cl)ccc1N1CCOCC1 | -4.3% | -12.0%
Brc1ccc(CSc2ccc(-c3ccccn3)nn2)cc1 | -23.1% | -21.0%
Cc1ccc(Sc2c(C)nn(-c3ccccc3)c2OC(=O)C(C)(C)C)cc1 | -22.5% | -8.6%
Cc1nc2ccccc2nc1COC(=O)c1cccnc1 | 7.3% | 20.3%
CCC(C)NC(=O)CCNC(=O)c1ccc2nc(C)c(C)nc2c1 (configuration not stated) | 8.5% | 26.0%

Structures from the list above with an aryl methoxy group, in the order listed:
SMILES | UDG counterscr | AID inhibitor
COc1cc(OC)c(NC(=O)N2CCCn3nc(C)cc32)cc1Cl | 0.4% | 22.0%
COc1cc2c(C(=O)N(C)c3cccc(C(F)(F)F)c3)cn(CC(C)C)c(=O)c2cc1OC | -2.5% | -10.7%
COc1ccc(-c2nn3c(=O)cc(CN4CCN(C(=O)c5ccc(OC)c(OC)c5)CC4)nc3s2)cc1 | -7.6% | 188.9%[activator]

Later entries:
SMILES | UDG counterscr | AID inhibitor
CCC1CCCCN1C(=O)c1ccccc1Br (configuration not stated) | -7.2% | -8.3%
CCOc1ccccc1NC(=O)c1cc(S(=O)(=O)N2CCOCC2)cn1C | 12.6% | 4.4%
Cc1cccc(NC(=O)Nc2nnc(N(C)Cc3ccccc3)s2)c1 | -12.5% | 1.9%
O=C(OCCc1ccccc1)c1ccc([N+](=O)[O-])cc1 | 12.5% | 2.6%
CCNc1nc(SCC(=O)NC)nc2ccccc12 | 2.8% | 1.8%
CC(CCc1ccccc1)NC(=O)C1CC1C (configuration not stated) | -8.4% | -7.9%
S=C(NCc1ccco1)Nc1ccc(Br)cc1 | -3.8% | -3.4%
CCc1ccc2nc(N(CCN(CC)CC)C(=O)c3cccs3)sc2c1 | -24.6%[57.5 µM] | -8.5%
CN(C)S(=O)(=O)c1ccc(C(=O)NCCSc2c(-c3ccc(Br)cc3)[nH]c3ccccc23)cc1 | -3.1% | -13.0%
O=C(CCc1ccc(-c2ccccc2)o1)NC1CCS(=O)(=O)C1 (configuration not stated) | -1.2% | 0.0%
Cc1ccc(N2CC(C)Cn3c2nc2c3c(=O)n(Cc3cccc(Cl)c3)c(=O)n2C)cc1 (configuration not stated) | 56.0%[activator] | -9.1%

Record cards, from the list above.
Cc1ccc(N2CC(C)Cn3c2nc2c3c(=O)n(Cc3cccc(Cl)c3)c(=O)n2C)cc1 (configuration not stated) is entered as UDG counterscr = 56.0%[activator]; AID inhibitor = -9.1%
CCc1ccc2nc(N(CCN(CC)CC)C(=O)c3cccs3)sc2c1 is entered as UDG counterscr = -24.6%[57.5 µM]; AID inhibitor = -8.5%
S=C(NCc1ccco1)Nc1ccc(Br)cc1 is entered as UDG counterscr = -3.8%; AID inhibitor = -3.4%

2 of the compounds above, comma-delimited.
smiles,UDG counterscr,AID inhibitor
CCc1ccc2nc(N(CCN(CC)CC)C(=O)c3cccs3)sc2c1,-24.6%[57.5 µM],-8.5%
CN(C)S(=O)(=O)c1ccc(C(=O)NCCSc2c(-c3ccc(Br)cc3)[nH]c3ccccc23)cc1,-3.1%,-13.0%

Only part of the results is shown; count on the stated rates, not on these rows.
